Pf growth 48h = P. falciparum growth inhibition at 48 hours (one generation); Potency, µM (top dose mostly 28.7 µM), for inactives: top-dose activity change, negative = inhibition, usual class: inhibitors; 310,000 compounds, 5.9% hits; P. falciparum luciferase growth in erythrocytes, 48 h; note: potency is the fitted concentration of half-maximal effect; % is set by controls: 0 for no effect and ±100 for the full control effect
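Parasite viability was followed by luminescence of a genomically integrated firefly luciferase. Cultures held 0.1% parasitemia at 2% hematocrit (final), incubated under 5% CO2 at 37 C.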
Cycloheximide cs = counter-screen for Shiga toxin inhibitors: cycloheximide protein synthesis inhibition. cell reporter, cycloheximide protein synthesis inhibition counterscreen. max response, %. 300,000 compounds, 12% hits; in the data active = max response mostly above about 13%, no sharp cut-off; inactive = mostly below about 14%; note: read at 38.3 µM for the half of the compounds with a filed dose; 0% is about no effect
Pf growth 96h = inhibits malaria parasite growth, 96 h. P. falciparum luciferase reporter growth, 96 h. 320,000 compounds, 6.9% hits. Potency, µM (titrated, usually from 28.7 µM), without a hit: at the top dose activity change, negative = inhibition, usual class: inhibitors; note: potency is the fitted concentration of half-maximal effect; % is set by controls: 0 for no effect and ±100 for the full control effect
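Parasite growth measured via integrated firefly luciferase reporter in P. falciparum. Infected erythrocytes at 2% hematocrit, 0.05% parasitemia final were treated 96 hours at 37 C under 5% CO2, and luminescence was read.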
Shiga toxin inh = inhibitors of Shiga toxin in Vero cells | 290,000 compounds, 9.2% hits | inhibition, % at 38.7 µM | Vero cells, Shiga toxin protein synthesis inhibition reporter; in the data active = inhibition mostly above about 28%, no sharp cut-off; inactive = mostly below about 43%; note: 0% is about no effect
FBPA Giardia inh = blocks Giardia fructose-bisphosphate aldolase activity | A8B2U2 | purified Giardia FBPA | Potency, µM (doses to about 59.6 µM), for inactives: at the top dose activity, negative = inhibition, actives largely listed as inhibitors | 290,000 compounds, 0.71% hits | AID 2451; note: potency is the fitted concentration of half-maximal effect; % is set by controls: 0 for no effect and ±100 for the full control effect; nearly all actives have a fitted effect of over 55% in size
Target sequence (A8B2U2 whole entry, looked up): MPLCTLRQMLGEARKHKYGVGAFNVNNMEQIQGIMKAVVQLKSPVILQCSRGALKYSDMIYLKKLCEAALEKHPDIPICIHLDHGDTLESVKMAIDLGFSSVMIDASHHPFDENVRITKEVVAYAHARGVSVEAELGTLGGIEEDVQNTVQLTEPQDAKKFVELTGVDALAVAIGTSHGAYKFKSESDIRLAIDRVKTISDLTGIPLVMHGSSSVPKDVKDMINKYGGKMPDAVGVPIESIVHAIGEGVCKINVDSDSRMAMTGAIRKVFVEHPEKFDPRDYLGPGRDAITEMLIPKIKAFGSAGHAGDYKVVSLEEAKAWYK
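40 nM FBPA preincubated 10 min at RT with compound (up to 57.5 uM final), then substrate plus GAPDH/TPI/NAD/arsenate coupling and diaphorase/resazurin added. Fluorescence read after 20 min at RT, 525/598 nm.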
HCV inh = blocks hepatitis C virus; Huh7.5.1 HCVcc-Cre infection, luciferase reporter, 44 h; Potency, µM (series often up to 41.8 µM), for inactives: at the highest dose activity change, negative = inhibition, hits mostly inhibitors; 340,000 compounds, 3.4% hits; note: potency is the fitted concentration of half-maximal effect; % is set by controls: 0 for no effect and ±100 for the full control effect
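Antiviral activity was scored by luciferase reporter output from cells infected with HCVcc-Cre (~0.5 moi) in presence of compound, 44 h infection period, cells seeded 1,000/well 4 h prior.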
The depositor's hits bear a star; ? = inconclusive; . = no result given; [ ] = remark or other dose. Unless noted, calls come from the whole dose curve; as a rule, active = well fitted curve in the direction sought with a large enough effect; inconclusive = small, poorly fitted or top-dose-only effect, or another doubt; inactive = no such curve, though single readings can be large; an effect the other way counts as inactive or inconclusive.

SMILES	Pf growth 48h	Cycloheximide cs	Pf growth 96h	Shiga toxin inh	FBPA Giardia inh	HCV inh
COC(C(=O)Nc1ccc(S(=O)(=O)Nc2cccc3ccccc23)cc1)c1ccccc1 (configuration not stated)	-4%	0	72%[activator]	-4	1%	-2%
CC(C)=CC(=O)Nc1ccc(OCc2ccccc2)cc1	?	53*	0%	126*	8%	-25%
COc1ccc(C(=O)Nc2ccccc2N2CCN(C(=O)C(C)C)CC2)cc1Cl	12µM*	-4	-29%	-33	0%	?
O=C(N/N=C/c1ccc(OCC(=O)N2CCCCC2)cc1)c1ccccc1O	1%	12	29%	22	2%	-2%
Cc1ccc(NC(=O)CCN2CCN(C/C=C/c3ccccc3)CC2)cc1C	6.6µM*	2	89%[activator]	-15	0%[12.9 µM]	-26%
CC1=NNC(=O)C1C(c1ccccc1)C1C(=O)NN=C1C (configuration not stated)	?	0	37%[1.15 µM]	6	-27%	.
O=[N+]([O-])c1ccccc1N/N=C\c1ccccc1Cl	208%[activator]	26*	307%[activator]	41*	-2%	5%
COc1ccc(S(=O)(=O)N2CCOCC2)cc1NC(=O)COc1cccnc1[N+](=O)[O-]	171%[activator]	37	0%	6	-3%	-18%
CCOc1ccccc1CN1CCNC(=O)C1CC(=O)N(C)CCc1ccccn1 (configuration not stated)	-4%	8	?	3	-9%	-3%
O=C(c1ccc([N+](=O)[O-])cc1)N1CCN(C2=NS(=O)(=O)c3ccccc32)CC1	2%	1	28%	-5	4%	12%
O=C(CN1CCN(C/C=C/c2ccccc2)CC1)NCc1ccccc1	-2%	-5	-26%	-14	0%	6%
COc1ccc(N(C)S(=O)(=O)c2cccc(C(=O)NC3=NCCS3)c2)cc1	?	-2	-17%	-4	-8%	8%
COc1ccc(CNC(=O)Cn2ccc([N+](=O)[O-])n2)cc1OC	16%	9	?	-4	4%	10%
CCCCN1CN(S(=O)(=O)c2cccs2)c2nc3ccccc3nc21	43%[activator]	8	0%	12	-1%	?
CCN1C(=O)C(NC(C)=O)c2cc(Br)ccc21 (configuration not stated)	0%	-1	-11%	-4	4%	30%
O=C(Nc1ccc(Oc2ccccc2)nc1)C1CCCCN1Cc1cccc(O)c1 (configuration not stated)	?	-3	5.9µM*	4	.	?
COC(=O)c1c(C)[nH]c(C)c1-c1ccc(C)cc1	.	-3	?	-24	0%	-6%
CCOc1ccc(N2CC(C(=O)NCc3ccc4c(c3)OCO4)CC2=O)cc1 (configuration not stated)	-4%	5	?	-11	0%	7%
CC1CCC(NCCNC(=O)c2ccco2)CC1 (configuration not stated)	18%	-4	?	-5	-29%	9%
O=C(O)CCc1ccc(-c2ccc(Br)cc2)n1NC(=O)c1ccc([N+](=O)[O-])cc1	18%	-2	24%	18	4%	6%
CC(=O)Oc1ccc2c(c1)C(=O)c1ccccc1C2=O	18%	9	56%[activator]	50	0%	9%
C/C(=N/Nc1nc(C)c(C)s1)c1cccc([N+](=O)[O-])c1	?	30*	?	30*	32µM*	?
CCOC(=O)c1c(NC(=O)CSc2nnc(CNc3ccc(OC)cc3)n2C)sc(C)c1C	?	-1	.	27	-27%	?
Cc1cccn2c(=O)c(/C=C3\SC(=S)N(CC(C)C)C3=O)c(NCCCOC(C)C)nc12	4%	-1	?	-13	0%	?
CC1CCCCN1C(=O)c1cnn2c(C(F)(F)F)cc(-c3ccco3)nc12 (configuration not stated)	6%	1	?	-5	16%	3%

Structures above that have bromine, in the order listed:
SMILES	Pf growth 48h	Cycloheximide cs	Pf growth 96h	Shiga toxin inh	FBPA Giardia inh	HCV inh
CCN1C(=O)C(NC(C)=O)c2cc(Br)ccc21 (configuration not stated)	0%	-1	-11%	-4	4%	30%
O=C(O)CCc1ccc(-c2ccc(Br)cc2)n1NC(=O)c1ccc([N+](=O)[O-])cc1	18%	-2	24%	18	4%	6%

Later entries
SMILES	Pf growth 48h	Cycloheximide cs	Pf growth 96h	Shiga toxin inh	FBPA Giardia inh	HCV inh
CCN(CC)S(=O)(=O)c1ccc2oc(SCC(=O)Nc3cc(C)on3)nc2c1	?	.	2.1µM*	.	.	6.3µM*
COc1ccccc1CC(=O)Nc1ccc(C(=O)N2CCCCC2)cc1	31%[activator]	2	-23%	19	.	.
Cc1ccc(/C=C2/C(=O)NC(=O)N(C)C2=O)cc1	7%	-2	-21%	13	-3%	8%
NC(=O)CCC(C(=O)O)N1C(=O)c2ccc(O)cc2C1=O (configuration not stated)	-1%	-4	50%[activator]	-3	3%	-7%
Cc1ccc(N=Nc2c(N)[nH]n3c(=O)cc(-c4ccccc4)nc23)cc1	?	-3	?	-14	-1%	13µM*
COc1ccc(C(CNC(=O)c2oc3cc(C)c(Cl)cc3c2C)N2CCCCC2)cc1 (configuration not stated)	5.2µM*	-5	-5%	-9	.	6%
CC[C@H](C)[C@H](NC(=O)[C@H](CC(C)C)NC(=O)[C@H](CC(N)=O)NC(=O)[C@@H](NC(=O)[C@@H](N)Cc1ccc(O)cc1)[C@@H](C)CC)C(=O)N[C@@H](Cc1ccc(O)cc1)C(=O)N[C@@H](CCCN=C(N)N)C(=O)N[C@@H](CC(C)C)C(=O)N[C@@H](CCCN=C(N)N)C(=O)N[C@@H](Cc1ccc(O)cc1)C(N)=O	.	-2	.	-3	3%	.
O=C(NN1CCCCC1)c1cccc2ccccc12	-2%	-1	11%	9	-5%	21%
COc1cccc(NC(=O)CSc2ccc3nnc(-c4ccncc4)n3n2)c1	.	6	?	-9	5%	2%
Cc1c(C)n(CCCN(C)C)c2ncnc(NCc3ccccc3)c12	-3%	-2	4%	26	-4%	-20%
CCN(CC)C(=O)n1cnc(-c2ccccc2)c1-c1ccccc1	-12%	-4	3%	-4	8%	3%
O=S(=O)(NCCn1ccc2ccccc21)c1ccccc1	3%	4	-2%	29	-7%	-5%
O=S(=O)(Cc1ccc(Cl)cc1)NCc1cccnc1	-8%	1	42%[activator]	-11	-4%	6%
Cc1ccc(C)c(NC(=O)c2nc(Cl)ccc2Cl)c1	36%[activator]	26*	50%[activator]	36	5%	-4%
CC(=O)Nc1cc(N2C(=O)CCC2=O)ccc1Cl	12%	-5	0%	-8	-5%	7%
O=C(Nc1ccc(-c2nc3ccccc3[nH]2)cc1)C1CCCO1 (configuration not stated)	79%[activator]	12	5%	19	-2%	6%
Cc1cc(NC(=O)c2ccc(S(=O)(=O)N3CCOCC3)cc2)no1	0%	9	-19%	-23	6%	14%
Cc1ccc(CNC(=O)NCc2ccccc2)cc1	110%[activator]	26*	65%[activator]	149*	3%	10%
Cc1ccc(C)c(NS(=O)(=O)c2cc(C(=O)NCc3ccccn3)ccc2Cl)c1	-7%	2	0%	-12	4%	14%
Clc1ccccc1-c1nnc2sc(-c3ccc4c(c3)OCO4)nn12	12µM*	19*	-19%	40*	12%	-23%
Cc1ccc(C(=O)Nc2nnc(C3CCCCC3)s2)o1	262%[activator]	21*	.	90*	0%	6%
COCCOc1cc(-n2ccnc2SC)c(Cl)cc1Cl	7%	-4	-3%	-3	4%	-12%
COC(C(=O)N/N=C(\C)c1ccc(O)cc1)c1ccccc1 (configuration not stated)	8%	-1	?	-4	0%	-3%
CC1CN(C(=O)c2ccccc2Oc2ccccc2)CC(C)O1 (configuration not stated)	-9%	-3	.	-8	0%	14%
CCOC(=O)C1=C(C)NC(C)=C(C(=O)OCC)C1C(=O)OCC(=O)NC(C)c1ccccc1 (configuration not stated)	?	.	13µM*	.	.	?

Grouped by structure, the entries above containing two or more sulfur atoms.
SMILES	Pf growth 48h	Cycloheximide cs	Pf growth 96h	Shiga toxin inh	FBPA Giardia inh	HCV inh
COc1ccc(N(C)S(=O)(=O)c2cccc(C(=O)NC3=NCCS3)c2)cc1	?	-2	-17%	-4	-8%	8%
CCCCN1CN(S(=O)(=O)c2cccs2)c2nc3ccccc3nc21	43%[activator]	8	0%	12	-1%	?
CCOC(=O)c1c(NC(=O)CSc2nnc(CNc3ccc(OC)cc3)n2C)sc(C)c1C	?	-1	.	27	-27%	?
Cc1cccn2c(=O)c(/C=C3\SC(=S)N(CC(C)C)C3=O)c(NCCCOC(C)C)nc12	4%	-1	?	-13	0%	?
CCN(CC)S(=O)(=O)c1ccc2oc(SCC(=O)Nc3cc(C)on3)nc2c1	?	.	2.1µM*	.	.	6.3µM*

(cont.)
SMILES	Pf growth 48h	Cycloheximide cs	Pf growth 96h	Shiga toxin inh	FBPA Giardia inh	HCV inh
CCNC(=O)CC1S/C(=N/N=C(\C)c2ccccc2)NC1=O (configuration not stated)	-7%	-2	18%	19	4%	11%
COc1ccc(/C=C2\SC(N3CCc4ccccc4C3)=NC2=O)cc1OC	8%	7	0%	2	2%	8%
Cc1ccc(C(=O)n2cnnc2N)cc1	-11%	2	?	-4	2%	-28%
CC1CCN(C(=O)COC(=O)c2cc(=O)[nH]c3ccccc23)CC1	38%[activator]	.	2%	.	.	0%
COc1ccccc1C1=NOC(COC(=O)c2ccc3ccccc3n2)C1 (configuration not stated)	29%	-4	97%[activator]	-14	.	2%
O=C(COC(=O)c1cc[n+]([O-])cc1)NCC12CC3CC(CC(C3)C1)C2	.	2	15%	-3	4%	8%
CC(NC(=O)Cn1nnc(-c2ccncc2)n1)c1ccccc1 (configuration not stated)	-12%	-3	-25%	8	5%	-16%
CC(=O)c1cccc(CN2CCc3ccc(NC(=O)C4CCCO4)cc3C2)c1 (configuration not stated)	21%	-2	-10%	-2	-5%	-6%
CCOC(=O)C1(Cc2ccccc2C)CCCN(C(=O)c2ccccn2)C1 (configuration not stated)	-4%	40*	?	71*	-3%	-9%
Cc1cc(C)nc(N/N=C/c2cc3c(cc2[N+](=O)[O-])OCO3)n1	-11%	15	-20%	1	-17%	?
Cn1c(CC(=O)Nc2ccccc2F)nnc1SCC(=O)Nc1ccccc1Br	5%	3	44%[activator]	5	-3%	16%
CC1CCN(CC(=O)Nc2cccc(C(=O)Nc3cccc(C(F)(F)F)c3)c2)CC1	1.3µM*	-3	0.93µM*	-4	2%	22µM*
CCN1C(=O)/C(=C\c2ccc(-c3ccc([N+](=O)[O-])cc3OC)o2)SC1=Nc1cccc(C(=O)O)c1	-5%	-5	?	4	-19%	-6%
COc1cccc(N2CC(C(=O)Nc3nnc(SCC(=O)Nc4ccc(NC(C)=O)cc4)s3)CC2=O)c1 (configuration not stated)	0%	-4	?	-4	.	-8%
COc1ccc(/C=C/C(=O)OCC(=O)NCCC2=CCCCC2)cc1OC	3%	7	0%	-9	1%	-26%
Nc1c(N(CCC2=CCCCC2)C(=O)CCCOc2ccccc2)c(=O)[nH]c(=O)n1Cc1ccccc1	-14%	.	7%	.	.	-19%
C/C(=C\c1ccccc1)C(=O)N1CCN(c2cccc(C(F)(F)F)c2)CC1	0%	5	8%	-9	-5%	-12%
COC(=O)CCC(=O)Nc1ccc(NC(=O)CCC(=O)OC)cc1	-2%	-3	40%[activator]	-5	0%	-3%
Cc1cc([N+](=O)[O-])ccc1NC(=O)CSc1nnc(C)n1C	4%	-2	?	-18	14%	6%
O=C(NNS(=O)(=O)c1ccc(Cl)cc1)c1cc(-c2ccccc2)n[nH]1	1%	0	19%	15	2%	8%
O=C(NCC(=O)N1CCCCC1)c1sc2ccccc2c1Cl	-10%	.	17%	.	.	2%
Oc1ccccc1CN1CCN(C(c2ccccc2)c2ccccc2)CC1	?	2	0.83µM*	-6	-22%	?
COc1cc(/C=C2/CCCC(C(=O)C(F)(F)F)=C2O)ccc1O	12%	1	32%[activator]	17	-2%	6%
COc1cccc(N2CCN(C(=O)c3ccc(Cl)c(NC4=NC5CS(=O)(=O)CC5S4)c3)CC2)c1 (configuration not stated)	-23%	-4	3%	-5	.	15%
COc1ccc(OC)c(NC(=O)c2cc(-c3cc(Cl)ccc3O)n[nH]2)c1	1.7µM*	-5	8.3µM*	15	11%	7.1µM*
O=C(Nc1ncn[nH]1)c1ccc(Cl)c(Cl)c1	-4%	.	3%	.	.	-8%
O=C(Cc1ccccc1Cl)Nc1cccnc1	-14%	11	?	-16	2%	4%
